Assay outcomes (PubChem BioAssay)
MLL CXXC-DNA inh – inhibitors of human MLL CXXC domain-DNA interaction | Q03164 | MLL-CXXC / FITC-HOXA9 DNA fluorescence polarization | Potency, µM (titrated, usually from 115 µM), for the others: top-dose activity change, negative = inhibition, usual class: inhibitors | hit rate 0.037% among 290,000; active = well fitted inhibition curve with a large enough effect in the polarisation, with a control signal flat, not every such curve was filed as active; inconclusive = small, poorly fitted or top-dose-only effect, or effect the other way, or a change in a side signal; inactive = no such curve, though single readings can be large or run the other way; the % refers to the polarisation; also: potency is read from the fitted curve at half-maximal effect
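Purified MLL-CXXC (added from a 7 uM solution) was preincubated 5 min at ambient with pinned compounds in 50 mM Tris-HCl pH 7.5, 50 mM NaCl, 1 mM DTT, 0.05% BSA. Fluorescein-labeled HOX-A9 DNA (50 nM solution) followed, 30 min, then polarization read.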
TCR act – activators of T cell receptors | primary human leukocytes, anti-CD3, IL-2 HTRF, 48 h | Potency, µM (highest dose often 9.22 µM), inactives show top-dose activation of IL-2 secretion, most hits filed as activators | 330,000 tested, under 10 active | AID 504894; also: % of control where 0% means no effect
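Compounds are tested in HTS on primary human leukocytes co-incubated with a-CD3 beads for 48 hr. IL-2 output is measured by time-resolved FRET.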
Menin-MLL TR inh – inhibitors of human menin-MLL interaction, mutant MLL peptide | Menin + Texas Red MLL mutant peptide, fluorescence polarization | O00255 | Potency, µM (series often up to 61.6 µM), for the others: top-dose FP activity change, negative = inhibition, usual class: inhibitors | hit rate 0.23% among 270,000; active = well fitted inhibition curve with a large enough effect in the polarisation, with a control signal flat, not every such curve was filed as active; inconclusive = small, poorly fitted or top-dose-only effect, or effect the other way, or a change in a side signal; inactive = no such curve, though single readings can be large or run the other way; the % refers to the polarisation; also: potency is read from the fitted curve at half-maximal effect; % of control where 0% means no effect; many of its hits are not listed in these tables
Integrin act MD – activates integrin-mediated alleviation for muscular dystrophy; hit rate 0.064% among 350,000; Potency, µM (doses to about 38.3 µM), without a hit: at the top dose activation, actives largely listed as activators; AID 624291; alpha7betagal myoblasts, beta-gal FDG fluorescence, 48 h;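 also: potency is read from the fitted curve at half-maximal effect; 100% = response of the positive control SU9516; nearly all actives have a fitted effect of over 60% in size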
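Alpha7betagal+/- myoblasts (passage 13) were plated 16-24 hr, then exposed to compounds (1:260 dilution of DMSO stock) for 48 hours at 37C. After MPER lysis, β-galactosidase reporter activity was read as FDG fluorescence (ex 480/em 540) after 30 minutes.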
MBNL1-CUG inh – MBNL1-poly(CUG) RNA binding inhibition. TR-FRET MBNL1-His/biotin-(CUG)12 binding, 665/545 ratio. Potency, µM (doses to about 57.5 µM), inactives show top-dose activity change, negative = inhibition, actives largely listed as inhibitors. hit rate 0.036% among 280,000. AID 2675; active = well fitted inhibition curve with a large enough effect in the signal ratio, with a control signal flat, not every such curve was filed as active; inconclusive = small, poorly fitted or top-dose-only effect, or effect the other way, or a change in a side signal; inactive = no such curve, though single readings can be large or run the other way; the % refers to the signal ratio; also: potency is read from the fitted curve at half-maximal effect; % is scaled to controls: 0 for no effect and ±100 for the full control effect
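TR-FRET readout: Ex 340 nm, 665/545 nm emission ratio, normalized to buffer-only (basal) and MBNL1-(CUG)12 controls. Complex of MBNL1-His with Biotin-(CUG)12, compounds 92 nM–58 uM, incubated 60 min at room temperature.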
TSHR antagonist – blocks TSH signaling through the human TSH receptor | TSHR-expressing cells, TSH-stimulated cAMP HTRF, 2 h; active compounds read low | P16473 | hit rate 0.2% among 330,000 | AID 504810 | activity change, negative = inhibition, % at 11.5 µM;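 active = activity change below a set negative limit, meaning inhibition stronger than a set level, cut at about -70% in these data; inconclusive = activity change between two set negative limits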; also: % is scaled to controls: 0 for no effect and ±100 for the full control effect
Target sequence (P16473 whole entry, looked up): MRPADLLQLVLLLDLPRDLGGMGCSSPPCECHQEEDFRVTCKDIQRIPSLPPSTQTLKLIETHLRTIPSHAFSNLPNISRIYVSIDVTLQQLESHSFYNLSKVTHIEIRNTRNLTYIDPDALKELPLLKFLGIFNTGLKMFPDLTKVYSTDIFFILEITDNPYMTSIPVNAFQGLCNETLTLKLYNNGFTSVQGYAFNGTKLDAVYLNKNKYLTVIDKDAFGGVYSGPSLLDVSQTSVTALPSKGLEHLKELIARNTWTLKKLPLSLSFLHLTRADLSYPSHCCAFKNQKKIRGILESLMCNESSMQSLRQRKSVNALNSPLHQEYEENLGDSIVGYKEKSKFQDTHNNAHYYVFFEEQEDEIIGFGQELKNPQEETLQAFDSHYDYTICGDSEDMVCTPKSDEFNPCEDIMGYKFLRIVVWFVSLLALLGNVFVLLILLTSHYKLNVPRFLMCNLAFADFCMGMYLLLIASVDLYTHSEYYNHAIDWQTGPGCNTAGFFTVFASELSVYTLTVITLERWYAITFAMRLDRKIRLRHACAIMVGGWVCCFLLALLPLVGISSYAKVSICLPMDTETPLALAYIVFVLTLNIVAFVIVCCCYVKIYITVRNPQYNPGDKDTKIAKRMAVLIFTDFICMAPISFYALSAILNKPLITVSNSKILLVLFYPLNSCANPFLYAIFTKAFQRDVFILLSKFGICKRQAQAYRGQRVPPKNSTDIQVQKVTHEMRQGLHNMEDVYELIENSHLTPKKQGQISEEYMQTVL
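TSHR-expressing cells were treated with compounds, then stimulated with TSH at EC80 (4nM final) for 2 hours at 37 deg C. Cellular cAMP was measured by HTRF competition between lysate cAMP and cAMP-d2 for a cryptate-labelled anti-cAMP antibody.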
ASM inhibitor – blocks human secretory acid sphingomyelinase. P17405. placental ASM, HMU-PC fluorogenic substrate, 60 min. Potency, µM (highest dose often 57.5 µM), for inactives: at the highest dose activity change, negative = inhibition, actives largely listed as inhibitors. hit rate 0.006% among 340,000. AID 504937; also: potency is read from the fitted curve at half-maximal effect
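Fluorogenic HMU-PC substrate (9 uM final) is turned over by placental ASM in 60 min at 37 C after a 10 min compound preincubation. Reaction ended by alkaline stop (pH 10), with fluorescence read at 386/447 nm.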
Mito fusion act – blocks mitochondrial division or promotes mitochondrial fusion. S. cerevisiae fusion-defective mutant growth rescue, CellTiterGlo 48 h. Potency, µM (top dose mostly 46.1 µM), for the others: at the highest dose growth rescue (activation), hits mostly activators. hit rate 0.23% among 320,000. AID 485298;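 also: potency is read from the fitted curve at half-maximal effect; % of control where 0% means no effect; nearly all actives have a fitted effect of over 45% in size; temperature-sensitive fusion mutants such as fzo1-1 at 37 °C on non-fermentable ethanol glycerol medium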
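S. cerevisiae fusion-defective temperature-sensitive mutants (e.g. fzo1-1, mgm1-5) grown 48 h at 37C in YPEG (ethanol/glycerol non-fermentable) medium with 23 nl compound per well; growth rescue read as CellTiterGlo luminescence.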
A-T KAP1 phos – potential ataxia-telangiectasia treatments restoring KAP-1 phosphorylation; […] A-T fibroblasts, KAP-1 phosphorylation AlphaLISA; neocarzinostatin DNA damage 30 min before lysis; Potency, µM (top dose mostly 57.5 µM), for the others: at the highest dose activation, most hits filed as activators; hit rate 0.19% among 320,000; AID 485349; also: potency is read from the fitted curve at half-maximal effect; % of control where 0% means no effect; nearly all actives have a fitted effect of over 45% in size
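ATM-like activity read as KAP-1 phosphorylation via AlphaLISA donor/acceptor antibody pairs after lysis and 6 hr at 25C. Cells were ATM-null patient fibroblasts ([…], hTERT), dosed 60 min, then exposed to the DSB inducer NCS for 30 min.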
PTAP TSG101 blk – blocks PTAP/TSG101 interaction to inhibit HIV-1 budding; Q99816; Fluorescence polarization, FITC-PTAP peptide / Tsg101 binding; Potency, µM (highest dose often 115 µM), without a hit: at the highest dose activity change, negative = inhibition, usual class: inhibitors; 340,000 tested, under 10 active; AID 493005; active = well fitted inhibition curve with a large enough effect in the main read-out, with a control signal flat, not every such curve was filed as active; inconclusive = small, poorly fitted or top-dose-only effect, or effect the other way, or a change in a side signal; inactive = no such curve, though single readings can be large or run the other way; also: potency is read from the fitted curve at half-maximal effect; % of control where 0% means no effect
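Fluorescence polarization binding of Tsg101 binding domain (10 uM final) to FITC-labeled PTAP peptide (50 nM final) in HEPES pH 7.5 buffer with NaCl, Tween 20, EDTA, TCEP. Compounds added before peptide; binding 20 min at RT.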
Starred values were filed as active, the others as inactive; ? = inconclusive; / = not tested or not shown; [ ] = remark or other dose. Unless noted, calls follow the shape of the dose curve; as a rule, active = well fitted curve in the direction sought with a large enough effect; inconclusive = small, poorly fitted or top-dose-only effect, or another doubt; inactive = no such curve, though single readings can be large; an effect the other way counts as inactive or inconclusive. A portion of the library, so the mix of outcomes need not match the whole.

structure,MLL CXXC-DNA inh,TSHR antagonist,Mito fusion act,ASM inhibitor,Integrin act MD,MBNL1-CUG inh,PTAP TSG101 blk,A-T KAP1 phos,Menin-MLL TR inh,TCR act
Cc1ccc(OCC(=O)NN2C(=O)c3ccccc3C2=O)cc1,4%,1,-1%,2%,-11%,11%,-3%,2%,5%,0%
O=c1oc2ccccc2n1Cc1ccccc1F,20%,2,5%,0%,-26%,3%,-4%,8%,-10%,1%
CCOc1c(Br)cc(C(=O)OCC(=O)N2CCc3ccccc3C2)cc1OC,/,68,23%,-5%,-23%,/,-4%,-2%,/,2%
O=C(Cc1ccccc1F)Nc1nc(-c2cccs2)cs1,-2%,-8,?,-11%,-27%,-1%,-2%,4%,?,3%
COc1ccc(C(=O)N/C(=C\c2cn(S(=O)(=O)N(C)C)c3ccccc23)C(=O)NCCN2CCOCC2)cc1,1%,-7,5%,0%,?,21%,-8%,1%,12%,4%
COC(=O)c1ccccc1OCCOCCOc1cccc2ccc(C)nc12,-2%,16,17%,0%,5%,-19%,0%,3%,-4%,7%
COc1ccc(-c2cnc(SCC(=O)Nc3nc(C(C)(C)C)cs3)n2Cc2ccco2)cc1,6%,-15,7%,-3%,-38%,-1%,-2%,-1%,-21%,-2%[46.1 µM]
O=C(O)c1ccccc1-c1ccccc1C(=O)NNc1ccc([N+](=O)[O-])cc1,6%,8,-6%,-3%,-21%,28%,0%,3%,/,-5%
CCCNC(=S)NC1CCCC1,4%,19,1%,0%,0%,-11%,-3%,-5%,6%,2%
O=C(c1ccc(Cl)c([N+](=O)[O-])c1)N1CCN(c2ccccc2)CC1,-8%,33,-41%[inhibitor],0%,-38%,?,0%,-5%,?,/
CCCC/C(=N\NC(=O)c1ccc(Br)o1)c1ccccc1,6%,-10,12%,-2%,-10%,4%[11.5 µM],-2%,4%,1%,-4%[46.1 µM]
CCOc1cc(C(=O)NC2=NCCS2)cc(OCC)c1OCC,1%,5,-1%,-1%,9%,0%,1%,2%,1%,4%
COCCCC1CCN(C(=O)C2CCC(=O)N(CCc3cccc(F)c3)C2)CC1 (centres undefined),1%,0,1%,1%,-3%,-3%,-1%,0%,/,6%
Cc1cc(Br)c(OCc2ccc(C(=O)N/N=C/c3ccc[nH]3)cc2)c(Br)c1,/,29,24%,17%,-58%[inhibitor],/,-6%,5%,/,3%
CC(=O)C1=C(c2ccccc2)NC(=O)NC1c1ccccc1OCC#N (centres undefined),4%,1,-2%,-2%,17%,-8%,-3%,-3%,31%[activator],/
C#CCOCCOCCOCCNc1nc(N2CCN(C(=O)[C@H]([C@@H](C)CC)n3cc(CCC(=O)O)nn3)CC2)nc(N2CCN(C(=O)[C@H](CCCCN)n3cc(CCC(=O)O)nn3)CC2)n1,/,/,/,7%,29%,/,-2%,/,/,7%
COc1ccc(C(c2nnnn2Cc2ccccc2)N2CCN(c3nc4ccccc4s3)CC2)cc1OC (centres undefined),6%,4,6%,-8%,23%,6%,0%,/,-12%,-13%[46.1 µM]
CCOc1ccc(CC(C(N)=O)C(N)=O)cc1,8%,4,1%,3%,-14%,1%,-5%,-6%,-1%,0%
CC1(C)Cc2c(sc3c4nnnn4c4nnnn4c23)CO1,17%,-17,-2%,/,/,1%,/,-1%,2%,/
COc1ccc(-c2nnc(SCC(=O)Nc3ccccc3OC)o2)cc1,6%,-7,3%,2%,39%,-5%,-5%,1%,6%,-5%[46.1 µM]

Next part, starting with the last 2 of the part before.
structure,MLL CXXC-DNA inh,TSHR antagonist,Mito fusion act,ASM inhibitor,Integrin act MD,MBNL1-CUG inh,PTAP TSG101 blk,A-T KAP1 phos,Menin-MLL TR inh,TCR act
CC1(C)Cc2c(sc3c4nnnn4c4nnnn4c23)CO1,17%,-17,-2%,/,/,1%,/,-1%,2%,/
COc1ccc(-c2nnc(SCC(=O)Nc3ccccc3OC)o2)cc1,6%,-7,3%,2%,39%,-5%,-5%,1%,6%,-5%[46.1 µM]
Cc1cccc2[nH]c(CN(C)C(=O)C3CCC(=O)N(CCc4ccccc4)C3)nc12 (centres undefined),-4%,16,2%,8%,13%,-3%,/,12%,-2%,-27%
Cc1cc(Nc2nc(Cl)c(Cl)cc2Cl)n(-c2ccccc2)n1,5%,-2,-19%,0%,-4%,-13%,0%,1%,10%,-3%[46.1 µM]
Cn1c(=O)c2[nH]c(COc3ccccc3)nc2n(C)c1=O,/,/,/,12%,16%,/,?,/,/,-11%
Cc1oc(=O)c(NC(=O)c2ccc(Cl)cc2)cc1C(=O)c1ccccc1,-13%,29,-3%,-2%,-68%[inhibitor],-11%,-1%,-8%,?,3%
O=C(Nc1nnc(C2CC2)s1)C1Cc2ccccc2CN1C(=O)c1ccco1 (centres undefined),-18%,-1,9%,3%,-34%,-1%,-14%,2%,4%,-1%
COc1cc(F)cc(-c2ccc3c(c2)c(C#Cc2ccsc2)c(-c2cc(OC)cc(OC)c2)n3C)c1,/,16,/,206%,3%,/,2%,0%,/,2%
CCn1cc(C(=O)NCc2ccccc2Cl)cn1,0%,-11,-8%,5%,2%,-3%,-9%,1%,-2%,0%[46.1 µM]
CSc1cccc(NC(=O)Nc2ccccc2C(N)=O)c1,?,3,10%,8%,8%,-2%,-1%,2%,?,-4%
Cc1[nH]c(C)c(S(=O)(=O)NCc2ccc(F)cc2)c1C(=O)N1CCCC1,-2%,2,-35%[inhibitor],2%,30%,-2%,-1%,-4%,/,-5%
O=C(NCCC1=CCCCC1)C(=O)NCC(c1ccco1)N1CCN(c2ccccc2F)CC1 (centres undefined),3%,-4,21%,0%,0%,/,-1%,4%,-1%,6%
CCCc1[nH]nc2c1C(c1ccoc1)C(C#N)=C(N)O2 (centres undefined),-5%,-7,-13%,7%,-13%,-8%[11.5 µM],-1%,3%,8%,1%[46.1 µM]
COc1cccc(OCc2cc(C(=O)N(C)Cc3nc4ccccc4[nH]3)no2)c1,6%,-3,9%,-2%,19%,-3%,1%,1%,/,3%
CCn1c(O)c(C=NCc2cccs2)c(=O)n(CC)c1=S,-5%,-8,-3%,-5%,-2%,-2%,-3%,1%,20%,7%
O=c1[nH]cnc2nc3n(c12)CCCCC3,0%,8,-2%,3%,10%,0%,-5%,4%,0%,8%
C=CCOC(=O)c1c(C)nc2cc3c(cc2c1C)OCO3,1%,12,-5%,4%,-7%,51%[activator],-2%,0%,-4%,0%[46.1 µM]
CCCCCCOc1ccc(C(=O)NCCCn2ccnc2)cc1,10%,-23,4%,-1%,-7%,15%,0%,-1%,3%,-1%
COc1ccc(NC(=O)CCNC(=O)Cn2ccc3ccccc3c2=O)c(OC)c1,15%,-3,-5%,2%,9%,3%,-8%,3%,12%,-6%
O=C(N/C(C(=O)N1CCOCC1)=C(\Sc1ncccn1)c1ccccc1)c1ccccc1,7%,3,-2%,1%,6%,-7%,-5%,0%,5%,-2%[46.1 µM]
Cc1cccc(CC(=O)N2CCC(N3CCC(C(=O)N4CCOCC4)CC3)CC2)c1,-2%,-17,-4%,4%,9%,19%,1%,5%,-19%,3%
COc1ccc2oc(-c3ccccc3)c(C(N)=O)c2c1,0%,0,1%,4%,18%,20%,1%,34%,-5%,-1%
COc1cc(OC)cc(C(=O)NCc2ccc3[nH]c(C)cc3c2)c1,1%,4,4%,-2%,0%,1%,-2%,-3%,3%,-6%
COc1ccc(C(=O)Oc2ccc(N(C)S(=O)(=O)c3ccccc3)cc2)cc1[N+](=O)[O-],?,0,4%,-5%,-1%,19%,-1%,-7%,24%,3%
